Shiga inhibitor = A qHTS for Small Molecule Inhibitors of Shiga Toxin; hit rate 9.2% among 290,000; Vero cells, Shiga toxin protein synthesis inhibition reporter; inhibition, % at 38.7 µM; in the data active = inhibition mostly above about 28%, no sharp cut-off; inactive = mostly below about 43%; also: 0% is about no effect
HCV inhibitor = qHTS Assay for Inhibitors of Hepatitis C Virus (HCV) | Huh7.5.1 HCVcc-Cre infection, luciferase reporter, 44 h | Potency, µM (titrated, usually from 41.8 µM), without a hit: at the highest dose activity change, negative = inhibition, most hits filed as inhibitors | hit rate 3.4% among 340,000 | AID 651820, 2012; also: potency is read from the fitted curve at half-maximal effect; % is scaled to controls: 0 for no effect and ±100 for the full control effect
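Luciferase read-out (15 sec integration) after a 15 min room-temperature substrate step quantifies HCVcc-Cre infection. Cells, 1,000 per well, had compound added 4 h post-plating, then virus at ~0.5 moi, and were cultured 44 h.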
Pf growth 96h = Primary qHTS for delayed death inhibitors of the malarial parasite plastid, 96 hour incubation; P. falciparum luciferase reporter growth, 96 h; Potency, µM (series often up to 28.7 µM), inactives show at the top dose activity change, negative = inhibition, most hits filed as inhibitors; hit rate 6.9% among 320,000; AID 504834, 2011; also: potency is read from the fitted curve at half-maximal effect; % is scaled to controls: 0 for no effect and ±100 for the full control effect
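Readout is luminescence from an integrated firefly luciferase in P. falciparum. Red cells, 2% hematocrit and 0.05% parasitemia final, were cultured with compound through two parasite generations (96 hours) at 37 C, 5% CO2.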
CHX counter = Cycloheximide Counterscreen for Small Molecule Inhibitors of Shiga Toxin | cell reporter, cycloheximide protein synthesis inhibition counterscreen | max response, % | hit rate 12% among 300,000 | AID 2314, 2010; in the data active = max response mostly above about 13%, no sharp cut-off; inactive = mostly below about 14%; also: read at 38.3 µM for the half of the compounds with a filed dose; 0% is about no effect
FBPA Giardia inh = qHTS Assay for Inhibitors of Fructose-1,6-bisphosphate Aldolase from Giardia Lamblia; A8B2U2; purified Giardia FBPA; Potency, µM (highest dose often 59.6 µM), for inactives: at the highest dose activity, negative = inhibition, usual class: inhibitors; hit rate 0.71% among 290,000; also: potency is read from the fitted curve at half-maximal effect; % is scaled to controls: 0 for no effect and ±100 for the full control effect; nearly all actives have a fitted effect of over 55% in size
Target sequence (A8B2U2 whole entry, looked up): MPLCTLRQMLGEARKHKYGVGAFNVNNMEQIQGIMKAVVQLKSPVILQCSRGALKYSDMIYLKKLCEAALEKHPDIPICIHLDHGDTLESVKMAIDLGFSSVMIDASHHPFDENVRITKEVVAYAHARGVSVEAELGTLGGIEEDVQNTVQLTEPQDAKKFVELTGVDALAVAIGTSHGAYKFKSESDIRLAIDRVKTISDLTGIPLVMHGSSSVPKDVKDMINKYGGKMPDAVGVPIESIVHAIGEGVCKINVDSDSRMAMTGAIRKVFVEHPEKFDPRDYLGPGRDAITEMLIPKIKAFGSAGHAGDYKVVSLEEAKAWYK
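40 nM FBPA preincubated 10 min at RT with compound (up to 57.5 uM final), then substrate plus GAPDH/TPI/NAD/arsenate coupling and diaphorase/resazurin added. Fluorescence read after 20 min at RT, 525/598 nm.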
Pf growth 48h = Primary qHTS for delayed death inhibitors of the malarial parasite plastid, 48 hour incubation; Potency, µM (titrated, usually from 28.7 µM), without a hit: at the highest dose activity change, negative = inhibition, most hits filed as inhibitors; hit rate 5.9% among 310,000; P. falciparum luciferase growth in erythrocytes, 48 h; also: potency is read from the fitted curve at half-maximal effect; % is scaled to controls: 0 for no effect and ±100 for the full control effect
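Luciferase-expressing parasites in RBCs, 2% Hct / 0.1% parasitemia final; RPMI 1640 + 0.5% Albumax; 37 C, 5% CO2, one generation; luminescence read-out, lower signal = inhibition.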
* hit, by the source's call; ? = inconclusive; nt = not tested or not shown; [ ] = dose if it differs, or a comment. Unless noted, calls follow the shape of the dose curve; as a rule, active = well fitted curve in the direction sought with a large enough effect; inconclusive = small, poorly fitted or top-dose-only effect, or another doubt; inactive = no such curve, though single readings can be large; an effect the other way counts as inactive or inconclusive.

#	SMILES	Pf growth 96h	Shiga inhibitor	Pf growth 48h
1	O=C(Nc1ccc(-c2csc(Nc3ccc(Cl)cc3)n2)cc1)c1cc([N+](=O)[O-])cc(C(F)(F)F)c1	?	3	?
2	Cc1ccccc1/C=C1\OC(=O)c2ccccc21	30%[activator]	40*	15%
3	CCNC(=S)N1CCN(CCN=CC2=C(O)CC(C)(C)CC2=O)CC1	10%	-8	-6%
4	CCC1(C(=O)O)NC(c2cccc(OC)c2O)C2C(=O)N(c3ccccc3)C(=O)C21 (configuration not stated)	-3%	-8	5%
5	O=C(c1ccc(CNS(=O)(=O)c2ccc(Br)cc2)cc1)N1CCCCCC1	0%	5	-1%
6	CC1CCCCN1C(=O)CN1CCN(S(=O)(=O)c2ccc(Br)cc2Cl)CC1 (configuration not stated)	?	nt	?
7	Cc1nnc(SCc2nc3sc4c(c3c(=O)[nH]2)CCCC4)n(N)c1=O	?	-5	?
8	Cc1cc(NC(=O)COn2nnc3ccccc32)no1	nt	47	28%

#	HCV inhibitor	FBPA Giardia inh	CHX counter
1	?	-13%	-5
2	16%	1%	20*
3	25%	1%	-4
4	13%	-22%	-1
5	?	nt	-8
6	-26%	nt	nt
7	-26%	0%	-1
8	11%	17%	-2

Other results:
#	SMILES	Pf growth 96h	Shiga inhibitor	Pf growth 48h
9	CCOC(=O)c1c(NC(=O)CSc2nc3ccccc3[nH]2)sc2c1CC(C)(C)NC2(C)C	7.4µM*	nt	10µM*
10	COC(=O)/C=C(\C)NC(=O)c1ccccc1Cl	18%	16	54%[activator]
11	O=C(CCNC(=O)c1ccc(Br)cc1)Nc1nccs1	-1%	22	0%
12	Cc1ccc(C)c(S(=O)(=O)N/N=C2/CCCc3ccccc32)c1	17%	-12	nt
13	Cc1ccc(CNC(=O)CCNS(=O)(=O)c2ccc(C)cc2)cc1	10%	17	nt
14	CCCNC(=O)COC(=O)/C=C/c1ccco1	58%[activator]	-3	18%
15	Nn1c(SCC(=O)NC2CCS(=O)(=O)C2)nnc1-c1cccs1 (configuration not stated)	40%[activator]	-10	33%[activator]
16	COc1ccc(C(=O)CSC2=C(C#N)C3(CCCCC3)C(C#N)=C(N)N2)cc1	4%	-18	12µM*

#	HCV inhibitor	FBPA Giardia inh	CHX counter
9	?	nt	nt
10	5%	3%	6
11	4%	2%	19*
12	-15%	-13%	-1
13	-1%	-2%	-3
14	-10%	-3%	-3
15	10%	5%	-3
16	?	-4%	-5

The list continues:
#	SMILES	Pf growth 96h	Shiga inhibitor	Pf growth 48h
17	CCOc1ccc(S(=O)(=O)NCc2ccccn2)cc1	nt	26	12%
18	Cc1ccc(-n2c(C)c([N+](=O)[O-])c3ccc(O)cc32)cc1	?	-22	?
19	O=C(CN1CCN(C/C=C/c2ccccc2)CC1)NCc1ccc(Cl)cc1	?	-21	?
20	O=C(CCSc1ccccc1)N1CCN(c2ccccc2F)CC1	19%	96*	157%
21	Cc1cc(C)n(Cc2ccc(Cl)cc2Cl)c(=O)c1S(=O)(=O)c1ccccc1	?	8	13µM*
22	CNC(=O)c1cc2ccccc2o1	-2%	3	-6%
23	O=C(Nc1ccccc1)C1=C[C@H](c2ccc3c(c2)OCO3)C[C@H](OCCCCO)O1	?	117*	55%[activator]
24	Cc1ccc(-c2cn3c(=S)[nH]nc3s2)cc1	12%	-9	2%

#	HCV inhibitor	FBPA Giardia inh	CHX counter
17	-6%	-6%	-4
18	nt	-18%	-3
19	-24%	2%	-1
20	16%	8%	49*
21	-5%	-30%	11*
22	10%	1%	1
23	-12%	-8%	47*
24	27%	-9%	-2

The list goes on:
#	SMILES	Pf growth 96h	Shiga inhibitor	Pf growth 48h
25	COc1ccc(OCC(=O)NNC(=O)c2ccc3c(=O)n4c(nc3c2)CCC4)cc1	8%	-2	-9%
26	CCOc1cc(C2C(C(=O)N3CCCCC3)=C(C)NC3=C2C(=O)CCC3)cc(Br)c1O (configuration not stated)	17%	16	-23%
27	COc1cccc(C(=O)COC(=O)CCC(=O)c2ccccc2)c1	-13%	-2	-11%
28	COc1ccccc1Sc1nc(-c2ccccc2)ncc1OC	?	-4	?
29	C/C(=N\NC(=O)c1nnn(-c2nonc2N)c1CN(C)c1ccccc1)c1cccnc1	20%	-4	17%
30	CC(=O)c1c(C)[nH]c(C(=O)OCC(=O)C(C)(C)C)c1C	27%	29	1%
31	COc1ccc(-c2nncnn2)cc1	6.6µM*	22	?
32	COc1ccc(NC(=O)CCCN2C(=O)/C(=C\c3ccco3)SC2=S)cc1	5.2µM*	10	8%

#	HCV inhibitor	FBPA Giardia inh	CHX counter
25	7%	nt	-1
26	12%	-24%	-3
27	6%	nt	1
28	?	-11%	-1
29	-7%	-16%	0
30	-25%	9%	-3
31	1%	0%	16
32	?	-23%	-3

Entries 21 through 32, reprinted for reference:
#	SMILES	Pf growth 96h	Shiga inhibitor	Pf growth 48h
21	Cc1cc(C)n(Cc2ccc(Cl)cc2Cl)c(=O)c1S(=O)(=O)c1ccccc1	?	8	13µM*
22	CNC(=O)c1cc2ccccc2o1	-2%	3	-6%
23	O=C(Nc1ccccc1)C1=C[C@H](c2ccc3c(c2)OCO3)C[C@H](OCCCCO)O1	?	117*	55%[activator]
24	Cc1ccc(-c2cn3c(=S)[nH]nc3s2)cc1	12%	-9	2%
25	COc1ccc(OCC(=O)NNC(=O)c2ccc3c(=O)n4c(nc3c2)CCC4)cc1	8%	-2	-9%
26	CCOc1cc(C2C(C(=O)N3CCCCC3)=C(C)NC3=C2C(=O)CCC3)cc(Br)c1O (configuration not stated)	17%	16	-23%
27	COc1cccc(C(=O)COC(=O)CCC(=O)c2ccccc2)c1	-13%	-2	-11%
28	COc1ccccc1Sc1nc(-c2ccccc2)ncc1OC	?	-4	?
29	C/C(=N\NC(=O)c1nnn(-c2nonc2N)c1CN(C)c1ccccc1)c1cccnc1	20%	-4	17%
30	CC(=O)c1c(C)[nH]c(C(=O)OCC(=O)C(C)(C)C)c1C	27%	29	1%

#	HCV inhibitor	FBPA Giardia inh	CHX counter
21	-5%	-30%	11*
22	10%	1%	1
23	-12%	-8%	47*
24	27%	-9%	-2
25	7%	nt	-1
26	12%	-24%	-3
27	6%	nt	1
28	?	-11%	-1
29	-7%	-16%	0
30	-25%	9%	-3

#	SMILES	Pf growth 96h	Shiga inhibitor	Pf growth 48h
31	COc1ccc(-c2nncnn2)cc1	6.6µM*	22	?
32	COc1ccc(NC(=O)CCCN2C(=O)/C(=C\c3ccco3)SC2=S)cc1	5.2µM*	10	8%

#	HCV inhibitor	FBPA Giardia inh	CHX counter
31	1%	0%	16
32	?	-23%	-3

Other records follow:
#	SMILES	Pf growth 96h	Shiga inhibitor	Pf growth 48h
33	O=C(NCCc1ccccc1)c1n[nH]c(=O)c2ccccc12	-27%	26	26%
34	COc1ccc(-c2nc(NC(=O)c3cc(C(C)(C)C)nn3C)sc2C)cc1	18%	14	nt
35	O=C(CSc1nnnn1-c1ccccc1)Nc1ncc(Cc2cccc(Cl)c2Cl)s1	-3%	15	17%
36	O=C1N/C(=C/c2cccn2-c2ccccc2)C(=O)N1Cc1ccc(F)cc1	?	-2	-7%
37	Cn1c(SCC(=O)NC2CCCCCC2)nnc1-c1cccs1	nt	-4	?
38	Cc1cc(C)cc(C(=O)OCC(=O)N2CCCCCC2)c1	42%[activator]	nt	10%
39	COc1ccc(OC)c(NC(=O)CSc2nnnn2C2CCCC2)c1	?	2	7%
40	COc1cc(C(=O)O)cc(OC)c1OCc1cc(C(=O)O)oc1C	-11%	-4	7%

#	HCV inhibitor	FBPA Giardia inh	CHX counter
33	17%	1%	27*
34	5.6µM*	-11%	6
35	11%	4%	4
36	-8%	0%	12
37	31%[activator]	4%	0
38	12%	nt	nt
39	-12%	1%	5
40	17%	-12%	1

Later entries:
#	SMILES	Pf growth 96h	Shiga inhibitor	Pf growth 48h
41	COc1ccc(/C=N/NC(=O)c2ccncc2)cc1CN1CCOCC1	23%	3	4%
42	COc1ccc(CN(Cc2ccc(C(=O)O)cc2)C(=S)Nc2ccccc2C)cc1OC	-15%	23	-15%
43	Cc1nc([N+](=O)[O-])cn1CC(=O)c1ccc(Br)cc1	85%[activator]	nt	4%
44	CN(Cc1c(C(=O)N/N=C/c2cccc(F)c2)nnn1-c1nonc1N)c1ccccc1	-19%	-3	?
45	O=C(CNc1cccc(C(F)(F)F)c1)N/N=C/c1cn(-c2ccccc2)nc1-c1ccccc1	0%	-5	?

#	HCV inhibitor	FBPA Giardia inh	CHX counter
41	-2%	4%	-1
42	5%	-19%	-3
43	2%	nt	nt
44	10%	-20%	-2
45	?	0%	12

Screens (PubChem)
